CAL PDZ FP – blocks peptide binding to human CAL PDZ domain; actives 0.02% (n = 330,000); Q9HD26; purified CAL PDZ, TMR-peptide fluorescence polarization, 1 h; inhibition, % at 20 µM; AID 504414;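 active = highest replicate inhibition of at least 40%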;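 note: plate controls were DMSO neutral control wells for no effect and unlabeled competitor peptide control wells for full effect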
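System: tagged CAL PDZ domain. Schedule: 1 h room-temperature incubation prior to read. Signal: fluorescence polarization (mP). Measure: percent inhibition from loss of millipolarization.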
DAGLB inh – diacylglycerol lipase beta (human) inhibition. Q8NCG7. HEK293T DAGLB membrane lysate, EnzChek fluorogenic substrate. inhibition, % at 5.17 µM. actives 0.059% (n = 340,000). AID 504411; in the data active = inhibition above about 34%;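 note: 0% = enzyme with vehicle and 100% = wells lacking enzyme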
Target sequence (Q8NCG7 whole entry, looked up): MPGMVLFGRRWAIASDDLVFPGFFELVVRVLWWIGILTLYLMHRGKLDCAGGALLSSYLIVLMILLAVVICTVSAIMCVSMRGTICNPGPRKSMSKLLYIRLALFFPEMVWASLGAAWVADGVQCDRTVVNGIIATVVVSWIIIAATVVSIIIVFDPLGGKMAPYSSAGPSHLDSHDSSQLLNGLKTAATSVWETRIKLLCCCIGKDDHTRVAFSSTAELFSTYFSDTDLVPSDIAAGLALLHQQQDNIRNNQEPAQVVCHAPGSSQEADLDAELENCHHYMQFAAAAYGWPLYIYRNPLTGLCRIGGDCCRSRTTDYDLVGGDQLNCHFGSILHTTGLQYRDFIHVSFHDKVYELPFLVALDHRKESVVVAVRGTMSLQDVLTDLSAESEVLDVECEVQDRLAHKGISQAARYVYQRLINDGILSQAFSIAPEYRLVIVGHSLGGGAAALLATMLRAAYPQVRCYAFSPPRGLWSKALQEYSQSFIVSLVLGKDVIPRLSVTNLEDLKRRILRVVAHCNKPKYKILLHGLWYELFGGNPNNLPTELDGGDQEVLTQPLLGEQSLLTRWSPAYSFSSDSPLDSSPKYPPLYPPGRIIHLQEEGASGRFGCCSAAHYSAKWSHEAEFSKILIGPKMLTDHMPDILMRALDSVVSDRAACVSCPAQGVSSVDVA
Rtt109 Vps75 – blocks Candida albicans Rtt109/Vps75 acetyltransferase activity; Q5AAJ8; purified Rtt109/Vps75, ThioGlo CoA-SH fluorescence, 4 h; inhibition, % at 34.9 µM; actives 0.16% (n = 330,000);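 active = inhibition of at least 50% in every replicate; inconclusive = best replicate reaches 50% inhibition but some replicates fall short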
Target sequence (Q5AAJ8 whole entry, looked up): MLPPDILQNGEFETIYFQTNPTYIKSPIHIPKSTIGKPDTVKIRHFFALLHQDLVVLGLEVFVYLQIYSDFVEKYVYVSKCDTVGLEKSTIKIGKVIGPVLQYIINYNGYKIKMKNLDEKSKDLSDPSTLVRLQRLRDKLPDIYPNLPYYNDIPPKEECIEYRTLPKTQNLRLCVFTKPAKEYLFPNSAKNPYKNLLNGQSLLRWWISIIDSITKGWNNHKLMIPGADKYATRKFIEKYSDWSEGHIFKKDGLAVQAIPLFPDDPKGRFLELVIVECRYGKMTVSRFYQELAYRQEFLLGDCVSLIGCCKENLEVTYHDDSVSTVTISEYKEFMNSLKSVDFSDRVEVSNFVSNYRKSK
AddAB inh – less growth of phage-infected E. coli with AddAB; actives 0.29% (n = 330,000); inhibition, % at 11.9 µM; E. coli expressing H. pylori AddAB, absorbance growth; in the data active = inhibition above about 12%;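 note: 0% = vehicle wells of infected cells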
phage Ecoli inh – E. coli growth loss with phage present; actives 0.26% (n = 360,000); inhibition, % at 11.9 µM; growth absorbance; in the data active = inhibition above about 11%
PvdQ acylase – blocks Pseudomonas aeruginosa PvdQ acylase activity; inhibition, % at 10 µM; purified PvdQ acylase, fluorescence plate reader; actives 0.063% (n = 340,000); in the data active = inhibition above about 30%, passing the limit was not always enough; inconclusive = no clear call, values can overlap the other calls;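 note: 0% = vehicle neutral wells and 100% = reference inhibitor wells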
Ecoli viability – counter-screen for AddAB inhibitors: E. coli growth inhibition; E. coli V3065 growth, OD600 absorbance, 18 h; inhibition, % at 11.9 µM; actives 0.27% (n = 330,000);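 active = inhibition above the campaign's mean inhibition across all tested compounds plus 3 SD, cut at about 9.9% in these data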;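 note: uninfected addAB+ strain grown without phage in ampicillin broth; 0% = DMSO wells and 100% = ciprofloxacin 0.95 µg/ml wells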
Wnt bcat act – Wnt/beta-catenin pathway activation. Wnt/beta-catenin reporter cell assay, activator, plate reader. actives 1.2% (n = 300,000). AID 743398. activation, % at 9.35 µM; in the data active = activation above about 30%, passing the limit was not always enough; inconclusive = no clear call, values can overlap the other calls;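 note: 0% = neutral control wells and 100% = positive control wells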
Tat transport – blocks Tat-dependent protein export in E. coli; AID 488895; E. coli MC4100 TorA-mCherry Tat export, fluorescence; actives 0.036% (n = 340,000); inhibition, % at 10 µM;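 active = mean replicate inhibition at least 50% and at least half of replicates individually reaching 50%; inconclusive = only one of the two criteria met; inactive = neither criterion met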;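 note: exported cargo escapes ClpAP degradation while cytoplasmic cargo is degraded and loses fluorescence; 0% = median of neutral control wells and 100% = median of NaSCN control wells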
PfHsp90 yeast 2 – growth inhibition of yeast expressing Plasmodium Hsp90; S. cerevisiae expressing PfHsp90, BacTiter-Glo ATP, 48 h; yeast lacking PDR1 and PDR3 efflux regulators; inhibition, % at 9.4 µM; actives 0.32% (n = 310,000); AID 504621;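 active = every replicate shows inhibition above about 80%, whatever the replicate mean, limit read from the data; inconclusive = mean inhibition reaches the set limit but some replicate falls short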;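 note: 0% = DMSO neutral controls and 100% = 20 µM radicicol positive controls; yeast relying on Plasmodium falciparum Hsp90 in place of its own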
* = called active by the depositor; ? = inconclusive; · = no result given; & = joins results of further samples.

SMILES	CAL PDZ FP	DAGLB inh	Rtt109 Vps75	AddAB inh	phage Ecoli inh	PvdQ acylase	Ecoli viability	Wnt bcat act	Tat transport	PfHsp90 yeast 2
CCOC(=O)C1CCN(S(=O)(=O)c2c(Cl)ccc3nonc23)CC1	-1.2	-15	5	0.9	-0.5	-8	2.4	-17	-7	-11
COc1ccc(C2NC(=O)NC(C)=C2C(=O)OC2CCC(C)CC2)cc1 (stereo unspecified)	0.0	-4	1	·	-1.8	-13	·	1	8	-30
O=C(Cn1cccc1C(=O)c1ccccc1)NCc1cccnc1	-0.7	-1	5	3.3	0.7	-18	1.2	-2	-4	-5
COc1ccccc1NC(=O)CC(NCc1ccccc1)C(=O)O (stereo unspecified)	-0.5	2	-2	0.5	4.5	-17	0.6	0	0	-6
CC(C)[C@H](N)C(=O)NC[C@H]1CC[C@H](C(=O)N[C@@H](Cc2ccccc2)C(=O)O)CC1	-0.5	0	0	1.6	2.1	-4	-2.1	-2	4	12
CCC(C)NC(=S)NNC(=O)c1ccncc1 (stereo unspecified)	0.0	-2	-5	-1.3	4.6	4	-2.3	-1	-2	-7
CC(=O)c1ccc(NC(=O)CCNS(=O)(=O)c2cccc3nonc23)cc1	-0.5	2	4	2.8	2.2	-4	0.4	-2	5	·
CC(C)(C)NS(=O)(=O)c1ccc(NC(=S)NC(=O)C2CC2)cc1	-7.9	5	6	2.5	2.3	-9	0.2	0	2	-35
COc1ccccc1CNC(=O)C1CC2Cn3c(nc4cc(C)c(C)cc43)C2N1C (stereo unspecified)	-0.5	-4	1	-1.0	2.3	1	-1.1	?	-3	9
O=C(/C=C/c1ccccc1)NCCSCc1ccc(Cl)cc1	-0.7	-7	-5	1.8	3.1	-5	-1.2	·	-3	-2
CC(Oc1ccccc1F)c1nnc(SCC(=O)NCc2ccc3c(c2)OCO3)o1 (stereo unspecified)	-1.0	1	1	1.8	-2.3	-11	-6.0	-1	-2	-15
CCc1ccc(-c2nc(CN3CCC(C(=O)NCCc4ccc(OC)c(OC)c4)CC3)c(C)o2)cc1	-2.1	1	4	0.2	0.1	-12	-1.9	·	-8	0
CCOc1cc(CN2CCCCCC2)ccc1OC	0.8	-3	-1	4.5	2.0	-9	1.2	-1	-3	1
COc1cc(C(=O)NNC(=O)CNC(=O)C2CCCCC2)ccc1OC(C)C	0.2	0	-3	-1.6	1.8	0	3.2	0	2	4
Cc1ccc(NC(=O)c2sc3ccccc3c2Cl)nc1	-1.5	-6	5	2.0	0.6	1	1.9	19	-1	8
O=c1c2ccccc2[nH]c(=S)n1CCCN1CCN(c2ccccc2F)CC1	-0.8	4	-19	-0.7	2.8	-15	0.5	-2	-4	-26
C/C(=N\OCC(=O)NC12CC3CC(CC(C3)C1)C2)c1cc2ccccc2o1	-2.8	-10	-3	5.2	4.1	-1	0.9	-3	9	-17
COc1ccccc1N1CCN(CC(=O)c2ccc(F)cc2)CC1	-0.7	-1	2	4.0	1.6	-15	0.0	0	-3	-9
COc1cccc(NC2C=CS(=O)(=O)C2)c1 (stereo unspecified)	-0.4	2	-16	4.3	1.8	-6	-0.4	0	0	-22
CCOC(=O)c1ccc(NCc2ccncc2)cc1	0.1	0	6	5.7	0.8	4	0.8	-1	9	-4

Single records (already shown):
Profile of C/C(=N\OCC(=O)NC12CC3CC(CC(C3)C1)C2)c1cc2ccccc2o1 → CAL PDZ FP = -2.8; DAGLB inh = -10; Rtt109 Vps75 = -3; AddAB inh = 5.2; phage Ecoli inh = 4.1; PvdQ acylase = -1; Ecoli viability = 0.9; Wnt bcat act = -3; Tat transport = 9; PfHsp90 yeast 2 = -17
Profile of O=C(Cn1cccc1C(=O)c1ccccc1)NCc1cccnc1 → CAL PDZ FP = -0.7; DAGLB inh = -1; Rtt109 Vps75 = 5; AddAB inh = 3.3; phage Ecoli inh = 0.7; PvdQ acylase = -18; Ecoli viability = 1.2; Wnt bcat act = -2; Tat transport = -4; PfHsp90 yeast 2 = -5

9 compounds from above, arranged by molar mass, lowest first:
SMILES	CAL PDZ FP	DAGLB inh	Rtt109 Vps75	AddAB inh	phage Ecoli inh	PvdQ acylase	Ecoli viability	Wnt bcat act	Tat transport	PfHsp90 yeast 2
COc1cccc(NC2C=CS(=O)(=O)C2)c1 (stereo unspecified)	-0.4	2	-16	4.3	1.8	-6	-0.4	0	0	-22
CCOc1cc(CN2CCCCCC2)ccc1OC	0.8	-3	-1	4.5	2.0	-9	1.2	-1	-3	1
Cc1ccc(NC(=O)c2sc3ccccc3c2Cl)nc1	-1.5	-6	5	2.0	0.6	1	1.9	19	-1	8
COc1ccccc1NC(=O)CC(NCc1ccccc1)C(=O)O (stereo unspecified)	-0.5	2	-2	0.5	4.5	-17	0.6	0	0	-6
O=C(/C=C/c1ccccc1)NCCSCc1ccc(Cl)cc1	-0.7	-7	-5	1.8	3.1	-5	-1.2	·	-3	-2
CC(C)(C)NS(=O)(=O)c1ccc(NC(=S)NC(=O)C2CC2)cc1	-7.9	5	6	2.5	2.3	-9	0.2	0	2	-35
COc1ccc(C2NC(=O)NC(C)=C2C(=O)OC2CCC(C)CC2)cc1 (stereo unspecified)	0.0	-4	1	·	-1.8	-13	·	1	8	-30
CCOC(=O)C1CCN(S(=O)(=O)c2c(Cl)ccc3nonc23)CC1	-1.2	-15	5	0.9	-0.5	-8	2.4	-17	-7	-11
O=c1c2ccccc2[nH]c(=S)n1CCCN1CCN(c2ccccc2F)CC1	-0.8	4	-19	-0.7	2.8	-15	0.5	-2	-4	-26

Additional structures follow.
SMILES	CAL PDZ FP	DAGLB inh	Rtt109 Vps75	AddAB inh	phage Ecoli inh	PvdQ acylase	Ecoli viability	Wnt bcat act	Tat transport	PfHsp90 yeast 2
CCC(=O)NC(C)C(c1cccs1)N1CCN(Cc2ccccc2)CC1 (stereo unspecified)	1.6	0	-4	-0.6	1.1	3	-1.8	-2	-2	-9
Cc1cc(N2C(=O)C(O)=C(C(=O)c3cc4ccccc4o3)C2c2cccc(Cl)c2)no1 (stereo unspecified)	-3.4	11	1	1.2	-1.8	-7	1.7	0	-12	16
CCCN(CCC)S(=O)(=O)c1ccc(C(=O)Nc2nc3c(s2)CCc2ccccc2-3)cc1	0.9	-3	-9	1.8	1.4	2	-0.2	·	-6	-1
C#CCOCCOCCOCCNc1nc(N2CCN(C(=O)[C@H](C(C)C)n3cc(CCO)nn3)CC2)nc(N2CCN(C(=O)[C@H]([C@@H](C)CC)n3cc(CCC(=O)O)nn3)CC2)n1	-0.3	3	2	·	-1.0	-10	·	-3	?	10
CCC(=O)Nc1ccc(Cl)c(NC(=S)NC(=O)COc2ccccc2)c1	-0.1	-1	-2	2.0	1.1	-10	-2.8	1	0	-11
O=C(Nc1ccccc1)Nc1ccc(Oc2cccnc2)nc1	0.1	-1	2	-3.1	3.5	-6	-2.4	29	0	-16
O=C(CN(C(=O)c1ccccc1Cl)C1CCCCC1)Nc1ccc(Cl)c([N+](=O)[O-])c1	-1.5	-5	1	3.1	1.6	-7	-0.2	-11	4	-20
COc1ccc(/C=C2/N=C(c3cccs3)OC2=O)cc1OC(C)C	-5.0	-1	-3	2.8	-0.4	-18	-0.2	·	-2	9
O=C(Nc1ccc(Br)c2ccccc12)c1ccc2ccccc2c1O	-0.5	4	0	3.9	4.0	-15	3.0	-10	-1	15
N=c1oc2ccc(Br)cc2cc1C(=O)NCc1ccc(F)cc1	-2.6	1	-2	1.5	1.8	-7	-0.1	2	8	32
CCSc1nc(C2CC2)cc(-c2cccs2)c1C#N	-1.8	-16	40	-1.3	3.6	2	1.1	-4	2	1
Cc1ccc2nc3c(c(Nc4ccccc4)c2c1)CCC3	-1.1	2	3	3.8	1.5	-17	-1.7	-14	-3	-3
Cc1ccc(-c2ccc(CCC(=O)O)n2-c2cccc(C(=O)O)c2)cc1	-0.4	0	8	·	2.9	-12	·	28	-6	3
Cc1nn2c(NCCCn3ccnc3)cc(C(C)C)nc2c1-c1ccccc1	0.5	0	4	0.3	-2.5	-4	-5.1	-4	-3	35
Cn1ccnc1SCC(=O)c1cc2ccccc2o1	-1.8	3	-2	1.1	2.1	-4	-0.1	3	3	10
CCOCCCNCC(=O)NC1(C)C2CCC(C2)C1(C)C (stereo unspecified)	-1.1	-4	1	-2.4	1.3	-12	-0.7	-4&-3	0	1
Cc1ccc(NC(=O)COC(=O)C(NS(=O)(=O)c2ccc(Cl)cc2)C(C)O)c(Br)c1 (stereo unspecified)	-1.0	-3	5	3.0	3.5	9	-2.2	-2	-11	19
CCOc1cc(S(=O)(=O)NC2CC(C)(C)NC(C)(C)C2)ccc1F	-0.4	2	?	0.9	-2.3	9	0.7	·	2	-6
Cc1nc2sc(C(c3ccco3)N3CCN(c4ccccc4F)CC3)c(O)n2n1 (stereo unspecified)	-3.1	2	-3	1.5	2.2	-14	-0.1	-1	-3	10
O=C(Cc1cccs1)N(c1ccc(Br)cc1)C1C=CS(=O)(=O)C1 (stereo unspecified)	-1.3	0	3	-0.1	-1.8	4	-0.9	3	-3	-8
COC(=O)[C@]1(C)N[C@H](CN(C)C(=O)Nc2ccc(C)cc2)[C@@H]2C(=O)N(Cc3ccccc3)C(=O)[C@@H]21	0.6	-3	1	2.0	1.2	1	0.0	0	-4	6
COc1cc(C(=O)Nc2ccc(C(C)=O)cc2)c(Br)c(OC)c1OC	-0.7	1	-5	3.8	0.3	2	-0.5	23	1	5
Cc1ccc(S(=O)(=O)N2CN(CC3CCCO3)c3nc4ccccc4nc32)cc1 (stereo unspecified)	-2.5	-2	7	2.4	2.1	-13	0.0	1	2	7
O=C(Nc1ccn(Cc2ccccc2F)n1)c1ccc(COc2cccc(Br)c2)cc1	-1.4	-8	5	1.4	4.0	-1	-0.2	·	-4	-7
CN(C)S(=O)(=O)c1cc(NC(=O)COC(=O)CCc2ccccc2)ccc1Cl	-0.6	-8	6	3.3	0.2	-15	-0.1	1	-2	-11
COc1ccc(OC)c(/C=C/C(=O)OCC(=O)Nc2ccc(Cl)c(S(=O)(=O)N(C)C)c2)c1	-0.6	-1	-19	1.8	1.6	-11	0.3	-1	1	-20
Cc1cc(C)c(OCC(=O)NCC(c2ccco2)N2CCCCC2)c(C)c1 (stereo unspecified)	0.6	-6	8	1.6	5.6	-2	0.9	-2	5	21
CC(=O)Nc1ncc(N=Nc2cccc(C(F)(F)F)c2)s1	-2.3	0	-2	1.2	1.3	10	3.1	5	5	-23
CC1CCCC(C)N1C(=O)c1cc(F)c(F)cc1Cl (stereo unspecified)	·	-2	-2	0.8	0.2	6	-0.5	-4	-2	7
COc1cc(OC)c(N2CC34C=CC(O3)C(C(=O)O)C4C2=O)cc1Cl (stereo unspecified)	·	-3	-17	-1.0	3.7	-15	-1.0	·	-8	-3
CCc1nnc(NC(=O)/C=C/c2ccco2)s1	-1.6	3	1	5.4	3.3	2	-0.9	?	-2	-59
COc1ccc2cc(C#N)c(NC(C)C)nc2c1	-2.6	-2	-7	0.3	4.0	-1	-1.6	-3	4	-27
O=C(NCC1CCCO1)C1CC(=O)N(c2cccc(Cl)c2)C1 (stereo unspecified)	-1.0	0	0	2.7	1.8	-11	0.8	-1	-1	12
COc1ccc(-c2onc3ccc(C(C)=O)cc23)cc1	-0.8	-10	-3	1.1	1.4	-6	0.2	8	10	2
COc1cc2c(cc1OC)C(COc1ccc(F)cc1)N(C(C)=O)CC2 (stereo unspecified)	-2.8	-3	4	0.2	0.8	-14	1.0	0	-7	-10
